EphA4 KYL inhibition: inhibitors of EphA4 binding to KYL peptide, primary screen, biochemical, colorimetric, mouse EphA4 (AID 689); EphA4-AP binding to KYL peptide, pNPP A405; higher % means a stronger effect; Ephrin type-A receptor 4 (Mus musculus); one-dose inhibition, % at 10 µM; IC50 in µM for titrated hits; 62,000 tested, 0.1% active; in the data active = a potency from the dose series; inactive = the rest, 99 in 100 with inhibition below about 22%
The depositor's hits bear a star. The list is partial; count on the stated rates, not on these rows.

No. | SMILES | EphA4 KYL inhibition
1 | CC(NC(=O)c1cc2cc([N+](=O)[O-])ccc2oc1=O)c1ccccc1 (stereo not drawn) | 2%
2 | Cc1ccc(-c2nn3nnnc3c3ccccc23)cc1C | -3%
3 | Cc1cc(Cl)ccc1OCC(=O)NCCOc1nc(N2CCOCC2)nc(N2CCOCC2)n1 | -5%
4 | O=c1c2[nH]c3cccc(Cl)c3c2ncn1Cc1ccncc1 | -5%
5 | Cc1c2c([n+]3n1CCC3)CC(C)(C)CC2=O | 0%
6 | Cc1noc(C)c1S(=O)(=O)Nc1ccc(C(=O)NCCc2ccccc2)cc1 | -16%
7 | O=C(COc1cc(=O)n2c(n1)SCCC2)c1ccccc1 | -12%
8 | CC1CCN(c2nc3ccc(C(=O)N4CCN(Cc5ccc6c(c5)OCO6)CC4)cc3s2)CC1 | 19%
9 | Cc1ccccc1Cn1cc(NC(=O)c2noc3c2CC(C(C)(C)C)CC3)cn1 (stereo not drawn) | 2%
10 | Cc1ccccc1OCCCNCC1CCCO1 (stereo not drawn) | -16%
11 | Clc1ccc(-c2ccnc(Oc3cc(Cl)ccc3Cl)n2)cc1 | 4%
12 | CSc1ccc2nnc(-c3cccc(F)c3)n2n1 | 12%
13 | CC(C)(C)S(=O)(=O)c1ccc2nc3c(n2c1)CCCC3 | -35%
14 | CCOc1cccc(C(=O)Nc2cc(NC(=O)c3cccc(OCC)c3)cc(C(=O)O)c2)c1 | 6%
15 | COc1ccc(OC)c(Nc2nc(-c3sc(NC(=O)CC(C)C)nc3C)cs2)c1 | -2%
16 | COc1ccc2nc(SC)nc(C)c2c1 | 7%
17 | O=C(c1ccc2c(c1)OCO2)[C@@H]1[C@@H]2C(=O)N(C3CCCCC3)C(=O)[C@@H]2C2c3ccccc3C=CN21 (stereo partly drawn) | 1%
18 | O=C1NC(=O)N(c2ccccc2)C(=O)/C1=C/c1ccc(N2CCOCC2)o1 | 2%
19 | COc1cc(/C=C/C(=O)c2c(O)cc(C)oc2=O)cc(OC)c1O | -6%
20 | O=C(CSc1ccc2nnc(-c3cccc(F)c3)n2n1)NCc1ccco1 | 8%
21 | O=C(CSc1ncn[nH]1)NCCC(c1ccccc1)c1ccccc1 | -14%
22 | N/C(CC(=O)Nc1cccc(C(F)(F)F)c1)=N/O | -20%
23 | CCOC(=O)CN1C(c2ccccc2O)Nc2ccc(Br)cc2C1c1ccccc1 (stereo not drawn) | -1%
24 | CCc1nc(NCCCn2ccnc2)c2oc3ccccc3c2n1 | -7%
25 | CCN(CC)S(=O)(=O)c1cccc(C(=O)Nc2nc3cc4c(cc3s2)OCCO4)c1 | -1%

Additional compounds
No. | SMILES | EphA4 KYL inhibition
26 | COC(=O)c1cc(NC(=O)c2ccc(-c3ccc([N+](=O)[O-])cc3)o2)cc(C(=O)OC)c1 | -8%
27 | COc1ccc(C)cc1S(=O)(=O)N(CC(=O)NCc1ccc(Cl)cc1)Cc1ccccc1 | -1%
28 | O=C(CP(=O)(c1ccccc1)c1ccccc1)c1ccccc1 | -7%
29 | CC(C)c1nc(-c2ccccc2)c(-c2ccccc2)[nH]1 | -2%
30 | Cc1cc(C)c(O)c(-c2cc(C(=O)NCc3ccccc3)[nH]n2)c1 | -11%
31 | Cc1ccc(-c2nnn(CC(=O)NC3CCCc4ccccc43)n2)cc1 (stereo not drawn) | -12%
32 | COC(=O)c1c(NC(=O)Nc2ccc(Cl)c(Cl)c2)sc2c1CCC2 | 3%
33 | O=c1[nH]c2ccc(Cl)cc2c(-c2ccccc2)c1C1=NOC(c2ccccc2)C1 (stereo not drawn) | -8%
34 | COc1ccc(C2C(C#N)=C(N)OC3=C2C(=O)CC(C)(C)C3)c(OC)c1OC (stereo not drawn) | -6%
35 | COc1ccc(C(c2nnnn2CCc2ccccc2)N2CCN(C3CCCC3)CC2)cc1 (stereo not drawn) | 2%
36 | Cc1ccc(N2CC(C(=O)Nc3ccccc3Br)CC2=O)cc1 (stereo not drawn) | 1%
37 | Cn1c(N2CCN(C(=O)NCc3ccccc3)CC2)nc2ccccc21 | 0%
38 | O=C1NC(=S)S/C1=C/c1ccccc1OS(=O)(=O)c1ccccc1[N+](=O)[O-] | 1%
39 | Cc1c(-c2ccc(F)cc2)nc(N)c(C#N)c1-c1ccco1 | -26%
40 | COc1cccc(-c2nnc(SCC(=O)Nc3ccc(OC)c(OC)c3)n2N)c1 | -11%
41 | Cc1ccsc1/C=C1\SC(=N)N(c2ccc3c(c2)OCO3)C1=O | -13%
42 | O=S(=O)(c1ccccc1)N1CCN(c2cc(-c3ccccc3)nc3ncnn23)CC1 | -4%
43 | Cc1ccc2c(nc3s/c(=C/c4cccs4)c(=O)n32)c1C | 10%
44 | Cn1cccc1C(=O)Nc1nccs1 | -9%
45 | C=CCn1c(N)c(C(=O)NCC2CCCO2)c2nc3ccccc3nc21 (stereo not drawn) | -2%
46 | COc1ccc(NC(=O)C2CC(=O)N(c3cccc(C)c3C)C2)cc1 (stereo not drawn) | -14%
47 | CCCCn1c(=O)c(C(=O)OCC)c(O)c2ccccc21 | 8%
48 | COc1ccc(CNC(=O)CSCc2cnn(-c3ccccc3)c2-n2cccc2)cc1 | -3%
49 | Cc1onc(-c2c(F)cccc2Cl)c1C(=O)Nc1nnc(C2CC2)s1 | 6%
50 | O=c1c(-c2nc3ccccc3s2)coc2cc(OCc3ccc([N+](=O)[O-])cc3)ccc12 | 3%

Going on with the list.
No. | SMILES | EphA4 KYL inhibition
51 | COCCn1c(=O)[nH]c2cc(C(=O)NCC3CCCO3)ccc2c1=O (stereo not drawn) | -8%
52 | COc1cccc(NC(=O)C(=O)NCC(C)C)c1 | -11%
53 | CC1=NN(c2nc(-c3ccccc3)cs2)C(=O)C1 | -4%
54 | COc1cc(C(=O)Nc2ccc3oc(-c4ccc5ccccc5c4)nc3c2)cc(OC)c1OC | -2%
55 | O=C(COC(=O)CC1CCCC1)Nc1cc2c(cc1Cl)C(=O)c1ccccc1C2=O | -3%
56 | Cc1ccc(CNC(=O)/C=C/c2ccccc2Cl)cc1 | -1%
57 | Cc1cc(NC(=O)CSc2ccc3c(c2)OCCO3)no1 | -6%
58 | O=C(NNc1ccccn1)C(=O)NNS(=O)(=O)c1ccc(Cl)cc1 | -12%
59 | CC(C)n1c(SCC(=O)Nc2ccccc2N2CCCCC2)nc2c1c(=O)n(C)c(=O)n2C | 5%
60 | Cc1cc(C)n(Cc2ccccc2Cl)n1 | -7%
61 | O=C(NCCN1CCN(C(=O)c2ccc([N+](=O)[O-])cc2)CC1)C(=O)Nc1ccc(Cl)cc1 | -5%
62 | Clc1ccc(NNc2ccnc3cc(Cl)ccc23)cc1 | -4%
63 | COCC(=O)NC1CCN(CC(=O)Nc2ccc(OC)cc2[N+](=O)[O-])CC1 | -2%
64 | COc1ccc(C2CC(O)(C(C)(C)O)NO2)cc1 (stereo not drawn) | -4%
65 | OCCN1CCN(c2ncnc3ccc(Br)cc23)CC1 | 8%
66 | Oc1ccccc1Oc1ncc(Br)c(N2CCOCC2)n1 | -10%
67 | CNC(=S)N(Cc1ccc(OC)cc1)C1CC(=O)N(c2ccc(Cl)cc2)C1=O (stereo not drawn) | -1%
68 | CC(=O)Nc1cc(C(=O)N2CCOCC2)ccc1S(=O)(=O)c1ccc(C)cc1 | -1%
69 | CCSc1ncc(/C=N/Nc2ccc(F)cc2)n1C | -13%
70 | CN(C)S(=O)(=O)c1cccc(C(=O)OCC(=O)N2c3ccccc3NC(=O)C2(C)C)c1 | -1%
71 | CCCC(=O)Nc1ccc2oc(-c3ccc(OC)c(Br)c3)nc2c1 | -4%
72 | O=C(Nc1ccc(F)cc1)c1oc2ccccc2c1NC(=O)C1CCCC1 | -29%
73 | O=C(NNC(=O)c1ccccc1-n1cccc1)c1ccccc1 | -19%
74 | COC(=O)C1=C(O)/C(=C/c2ccc(N(C)C)cc2)N=C1C | -1%
75 | Cc1ccc(S(=O)(=O)Cn2nnnc2C(c2ccccn2)N2CCN(c3ccccc3)CC2)cc1 (stereo not drawn) | -10%

Following part:
No. | SMILES | EphA4 KYL inhibition
76 | CC(=O)N1CCC(=O)N(C(C)C)c2ccccc21 | -6%
77 | COc1ccc(NC(=S)NCc2ccco2)cc1 | -12%
78 | COc1ccc(C2NC(=O)NC(C)=C2C(C)=O)cc1 (stereo not drawn) | -10%
79 | O=C(N/N=C\c1ccc(-c2ccccc2[N+](=O)[O-])o1)C1COc2cc3ccccc3cc2O1 (stereo not drawn) | -21%
80 | CCOC(=O)NC1(C(F)(F)F)C(=O)N(Cc2ccccc2)C2=C1C(=O)CC(C)(C)C2 (stereo not drawn) | -12%
81 | COCn1c(-c2cccc(Br)c2)nc2ccccc21 | 0%
82 | CCc1ccc(C(=O)NCC2COc3ccccc3O2)o1 (stereo not drawn) | -6%
83 | CCOC(=O)c1sc(N)nc1C(C)C | -13%
84 | O=C(COc1ccc(Cl)cc1Cl)Nc1cc(-c2ccc(F)cc2)[nH]n1 | 11%
85 | CCOc1c2ccc(C(=O)NCc3ccc4c(c3)OCO4)cc2nn1CC | 0%
86 | Cc1cc(S(=O)(=O)N(C)CCc2ccccc2)ccc1-n1cnnn1 | -1%
87 | Cn1c(SCC(=O)N2CCOCC2)nnc1-c1ccc(NC(=O)c2ccccc2F)cc1 | -17%
88 | CCOc1cc(-c2ccccc2)nc(N)n1 | -6%
89 | O=C(O)CC1CCC(=C(Cl)Cl)C1 (stereo not drawn) | 1%
90 | N#CC(=C1CCCC1)c1nc(-c2ccc(Cl)cc2)cs1 | -19%
91 | Cc1nc2c(-c3ccccc3)c(C)nn2c(C)c1CC(=O)O | 3%
92 | COc1ccc(CCC(=O)NCCc2cn3c(C)csc3n2)cc1 | -28%
93 | COc1ccc(NC(=O)c2nc[nH]c2C(=O)Nc2ccc(OC)cc2)cc1 | -11%
94 | CC1CCN(C(=O)COc2ccc(-c3ccccc3)cc2)CC1 | -8%
95 | CCOC(=O)C1=C(C)N=c2s/c(=C\c3cccc([N+](=O)[O-])c3)c(=O)n2C1c1cccc(OC)c1 (stereo not drawn) | -9%
96 | CN1CCN(c2ccc(S(=O)(=O)N3CCCCC3)cn2)CC1 | -3%
97 | COc1cc(Br)c(C(C)NC(=O)c2ccccc2)cc1OC (stereo not drawn) | -6%
98 | CCCn1nc(NS(C)(=O)=O)c2cc3cccc(C)c3nc21 | -3%
99 | CCOc1cc(/C=c2/sc3nc4ccccc4n3c2=O)ccc1OS(=O)(=O)c1ccc(C)cc1 | 2%
100 | Cc1nn(Cc2c(F)c(F)c(F)c(F)c2F)c(C)c1NC(=O)c1ccc(COc2cc(Cl)ccc2Cl)cc1 | -7%

(more compounds)
No. | SMILES | EphA4 KYL inhibition
101 | CCOc1ccccc1OCCCOc1ccc(C)cc1Br | -8%
102 | O=C1/C(=C/C(Cl)=C/c2ccc([N+](=O)[O-])cc2)SC(=S)N1c1ccc(O)cc1 | -9%
103 | CN1C(=O)N(C)C2(c3ccccc3)NC(=O)NC12c1ccccc1 (stereo not drawn) | -10%
104 | O=C(Cn1nnc(-c2ccc(S(=O)(=O)N3CCCC3)cc2)n1)Nc1ccccc1-n1cccc1 | -3%
105 | COc1cc(OC)nc(Oc2ccccc2C(=O)Oc2ccc(C)cc2)n1 | -5%
106 | O=C(Nc1cccc(C(F)(F)F)c1)c1ccc(I)cc1 | -8%
107 | CN1CCN(C(=O)c2cc3c(ccc4ccccc43)oc2=O)CC1 | 2%
108 | Cc1cccc(NC(=O)c2cc(S(=O)(=O)c3ccccc3)ccc2Cl)c1 | -2%
109 | Cc1onc(-c2ccccc2)c1C(=O)NCc1ccco1 | 1%
110 | CC(C)C(=O)Nc1nnn(C)n1 | -14%
111 | CCCn1c(SCC(=O)NCc2ccco2)nnc1C(C)C | 5%
112 | Cc1cc(C)c(C)c(OCCCCn2cnc3ccccc3c2=O)c1 | -6%
113 | CSc1cccc(NC(=O)CN(c2ccc(C)cc2C)S(C)(=O)=O)c1 | -2%
114 | CCOc1ccc(C2N(c3ccc(F)cc3)C(=O)C3CCCN32)cc1 (stereo not drawn) | 5%
115 | COc1cc(OC)cc(C(=O)NCC(=O)N2CCCCC2)c1 | -4%
116 | Cc1cc(C)c(NC(=O)C2CC(=O)N(c3ccc4c(c3)OCCO4)C2)c(C)c1 (stereo not drawn) | -24%
117 | Cc1onc(-c2ccccc2Cl)c1C(=O)N1C=CC(C(F)(F)Cl)=NCC1 | -8%
118 | COc1ccc2c(c1)c1ncn(Cc3ccco3)c(=O)c1n2C | -5%
119 | O=c1cc(-c2ccncc2)oc2ccccc12 | 7%
120 | CCOC(=O)c1c(NS(C)(=O)=O)sc2c1CCC(C)C2 (stereo not drawn) | -2%
121 | CCC(=O)N1CC(C)C(=O)Nc2ccccc21 (stereo not drawn) | 7%
122 | CCCOC(=O)c1cccc(NC(=O)c2cccnc2)c1 | 4%
123 | CCn1nc(CC(=O)Nc2nnc(CC(=O)N3CCCC3)s2)c2ccccc2c1=O | -5%

Reformatted with the structure last: part of the list above.
cpd	EphA4 KYL inhibition	mol
110	-14%	CC(C)C(=O)Nc1nnn(C)n1
111	5%	CCCn1c(SCC(=O)NCc2ccco2)nnc1C(C)C
112	-6%	Cc1cc(C)c(C)c(OCCCCn2cnc3ccccc3c2=O)c1
113	-2%	CSc1cccc(NC(=O)CN(c2ccc(C)cc2C)S(C)(=O)=O)c1
114	5%	CCOc1ccc(C2N(c3ccc(F)cc3)C(=O)C3CCCN32)cc1 (stereo not drawn)
115	-4%	COc1cc(OC)cc(C(=O)NCC(=O)N2CCCCC2)c1
116	-24%	Cc1cc(C)c(NC(=O)C2CC(=O)N(c3ccc4c(c3)OCCO4)C2)c(C)c1 (stereo not drawn)
117	-8%	Cc1onc(-c2ccccc2Cl)c1C(=O)N1C=CC(C(F)(F)Cl)=NCC1
118	-5%	COc1ccc2c(c1)c1ncn(Cc3ccco3)c(=O)c1n2C
119	7%	O=c1cc(-c2ccncc2)oc2ccccc12
120	-2%	CCOC(=O)c1c(NS(C)(=O)=O)sc2c1CCC(C)C2 (stereo not drawn)
121	7%	CCC(=O)N1CC(C)C(=O)Nc2ccccc21 (stereo not drawn)
122	4%	CCCOC(=O)c1cccc(NC(=O)c2cccnc2)c1
123	-5%	CCn1nc(CC(=O)Nc2nnc(CC(=O)N3CCCC3)s2)c2ccccc2c1=O

Assay outcomes deposited in PubChem BioAssay by Sanford-Burnham Center for Chemical Genomics.
